KCNQ2 block: KCNQ2 potassium channel inhibitors, primary screen, cell-based, CHO-K1, FluxOR thallium flux, B-score (AID 2156) | B-score at 10 µM | 20 min; hits give low values | hit rate 1.1% among 310,000 | Potassium voltage-gated channel subfamily KQT member 2 (Rattus norvegicus), O88943;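 active = fluorescence ratio B-score at most minus 3 library SDs, with starting brightness B-score within 2 library SDs, cut at about -5.5 in these data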
Target sequence (O88943 whole entry, looked up): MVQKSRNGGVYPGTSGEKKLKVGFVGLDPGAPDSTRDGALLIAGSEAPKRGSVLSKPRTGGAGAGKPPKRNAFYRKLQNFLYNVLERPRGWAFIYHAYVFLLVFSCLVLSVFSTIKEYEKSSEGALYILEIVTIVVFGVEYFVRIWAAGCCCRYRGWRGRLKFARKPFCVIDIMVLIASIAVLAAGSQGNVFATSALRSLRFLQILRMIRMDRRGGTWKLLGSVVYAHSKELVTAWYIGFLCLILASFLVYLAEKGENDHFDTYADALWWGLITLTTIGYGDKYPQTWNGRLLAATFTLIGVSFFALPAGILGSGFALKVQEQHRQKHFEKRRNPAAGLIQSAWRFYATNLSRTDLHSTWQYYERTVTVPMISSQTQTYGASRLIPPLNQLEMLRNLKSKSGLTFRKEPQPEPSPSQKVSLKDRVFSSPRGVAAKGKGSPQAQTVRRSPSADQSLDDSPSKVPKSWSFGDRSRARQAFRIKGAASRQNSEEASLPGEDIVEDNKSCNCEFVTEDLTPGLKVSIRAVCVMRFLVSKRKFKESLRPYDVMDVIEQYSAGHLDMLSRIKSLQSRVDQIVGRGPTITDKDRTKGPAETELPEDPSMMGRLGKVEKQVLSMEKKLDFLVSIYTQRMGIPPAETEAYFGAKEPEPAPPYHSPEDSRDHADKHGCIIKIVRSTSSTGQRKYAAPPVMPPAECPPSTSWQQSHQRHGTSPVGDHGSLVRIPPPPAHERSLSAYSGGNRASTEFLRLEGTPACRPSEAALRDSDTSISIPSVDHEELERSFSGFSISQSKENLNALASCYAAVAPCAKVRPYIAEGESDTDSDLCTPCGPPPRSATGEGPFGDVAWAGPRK
CHT block: inhibitors of human choline transporter CHT. High affinity choline transporter 1 (Homo sapiens), Q9GZV3. CHT-expressing cells, membrane potential dye, choline response; hits give low values. B-score at 10 µM. hit rate 0.86% among 310,000;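 active = B-score over 3 SD under the library average, and starting fluorescence ratio not unusually high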;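 note: choline stimulus applied at its EC90 after an EC20 pre-addition; B-score computed on integrated fluorescence ratio after choline addition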
The depositor's hits bear a star; i = inactive; . = not tested or not shown.

cpd | CHT block | KCNQ2 block | SMILES
1 | i | i | COc1ccc(NC(=O)CCN2CCN(S(=O)(=O)c3ccc(C(C)C)cc3)CC2)cc1
2 | i | i | O=C(c1cccc(S(=O)(=O)Nc2ccccc2Cl)c1)N1CCN(C(=O)c2ccco2)CC1
3 | i | i | O=C1NN=C(c2ccc(Cl)cc2)CC1c1cccc(Cl)c1 (configuration not stated)
4 | i | i | CCOC(=O)CCCNC(=O)c1cncc(O)c1
5 | -5.1* | i | O=S(Cc1ccccc1)CC(O)(c1ccccc1)c1ccccc1 (configuration not stated)
6 | i | i | Cc1ccc(C(=O)N2CCN(c3ccccc3)CC2)cc1NC(=O)c1ccco1
7 | i | i | CC1CCCC(C)N1C(=O)Cn1c(=O)sc2ccccc21 (configuration not stated)
8 | i | i | Cc1ccc(C(=O)CSc2cc(C)nc(SCC(=O)c3ccccc3)n2)cc1

Record cards, from the list above. Screens in order: CHT block | KCNQ2 block
Results for Cc1ccc(C(=O)N2CCN(c3ccccc3)CC2)cc1NC(=O)c1ccco1 → i | i
Results for COc1ccc(NC(=O)CCN2CCN(S(=O)(=O)c3ccc(C(C)C)cc3)CC2)cc1 → i | i
Results for CCOC(=O)CCCNC(=O)c1cncc(O)c1 → i | i
Results for CC1CCCC(C)N1C(=O)Cn1c(=O)sc2ccccc21 (configuration not stated) → i | i
Results for Cc1ccc(C(=O)CSc2cc(C)nc(SCC(=O)c3ccccc3)n2)cc1 → i | i

(cont.)
cpd | CHT block | KCNQ2 block | SMILES
9 | i | i | CCc1cccc(C)c1NC(=S)N(CCN(C)C)C(C)c1ccco1 (configuration not stated)
10 | i | i | CC1=C(C(=O)Nc2ccc(C)cc2)C(c2ccc(C)o2)C2=C(CC(C)(C)CC2=O)N1 (configuration not stated)
11 | i | i | O=C(CSc1ncccn1)NCC1CCCO1 (configuration not stated)
12 | i | i | Cc1ccc(NC(=O)C2=CCN(S(=O)(=O)c3ccc(F)cc3)CC2)cc1
13 | i | i | CC1=C(C)/C(=N\OC(=O)/C=C/c2ccccc2)C=CC1=O
14 | i | i | Cc1cc(C)nc(SCc2ccc(C(=O)N/N=C3\CC(C)CC(C)(C)C3)cc2)n1 (configuration not stated)
15 | i | i | CCCC(=O)Nc1cc(C(=O)N(C)CC(OC)OC)ccc1S(=O)(=O)c1ccc(C)cc1
16 | i | i | Cc1cc(C(=O)OCC(=O)c2ccc3c(c2)OCCO3)c(C)o1
17 | i | i | COc1ccc(-n2c(C)cc(C(=O)COC(=O)c3cc(NC(=O)c4cccs4)c(OC)c(OC)c3)c2C)cc1
18 | i | i | CCN(CC)S(=O)(=O)c1ccc(OC)c(NC(=O)c2ccc([N+](=O)[O-])cc2)c1
19 | i | . | CCCCCCCCCCCCCCCC[n+]1ccc(C(N)=O)cc1
20 | i | i | Cc1cc(C)n2nc(C(=O)N/N=C/c3cccs3)nc2n1
21 | i | i | Cc1cccc(-n2c(SCC(=O)Nc3ncc(Cl)cc3Cl)nc3ccccc32)c1
22 | i | i | c1ccc(C2OC3c4cccc5cccc(c45)C3N2c2ccccc2)cc1 (configuration not stated)
23 | i | i | O=S(=O)(NC1CCCC1)c1cc(F)ccc1F
24 | i | i | Cc1ccc(CNC(=O)/C=C/C(=O)O)cc1
25 | i | i | Cc1cccc(C)c1NC(=O)Nc1cccs1
26 | i | i | Fc1ccccc1Nc1ncnc2c1nnn2Cc1ccccc1
27 | i | i | CCS(=O)(=O)N1CCN(C(=O)COc2ccc(-c3ccccc3)cc2)CC1
28 | i | i | CCCN1C2=C(C(=O)CCC2)C(c2ccc(O)c(Br)c2)C2=C1CCCC2=O
29 | i | i | Cc1cc(NC(=O)Cn2nnc3sc4c(c3c2=O)CCCC4)no1
30 | i | i | COc1cc(CCC(=O)Nc2ccc(C)c(S(=O)(=O)N(C)C)c2)cc(OC)c1OC
31 | i | i | COCCn1c(=NC(=O)c2nc3ccccc3s2)sc2cc(S(C)(=O)=O)ccc21
32 | i | i | O=C1CSC(c2ccc([N+](=O)[O-])cc2)N1c1ccccc1F (configuration not stated)
33 | i | i | CCSc1nc2ccccc2c(=O)n1-c1c(C)n(C)n(-c2ccccc2)c1=O
34 | i | i | CC(C)NC(=O)C(=O)NCCCN1CCOCC1
35 | i | i | Cn1c(SCC(=O)Nc2sccc2C(N)=O)nnc1-c1ccncc1
36 | i | i | Cc1ccccc1NC(=O)OCc1cn(-c2ccc(Cl)cc2)nn1
37 | i | i | S=c1[nH]c(-c2cccs2)cn1-c1ccccc1
38 | i | i | O=C(CSc1nnc(Nc2ccccc2)s1)Nc1ccc(S(=O)(=O)N2CCOCC2)cc1
39 | i | i | CCN(CC)CCN(C(=O)c1ccc(C(=O)c2ccccc2)cc1)c1nc2cc3c(cc2s1)OCO3
40 | i | i | CC(C)(C)[C@@H]1C=C(C(=O)O)O[C@H](OCc2ccc(CO)cc2)C1
41 | i | i | COCCCN1C(=O)C(=O)/C(=C(/O)c2ccc3c(c2)OCCO3)C1c1ccc(C(=O)OC)cc1 (configuration not stated)
42 | i | i | CC1CCCN(CC(O)CN)C1 (configuration not stated)
43 | i | i | Cc1ccccc1C(=O)OCc1cnc(Cl)s1
44 | i | i | Cn1c(SCC(=O)CC(=O)Nc2ccccc2)nnc1-c1ccc(O)cc1
45 | i | i | Cc1cccc(C(=O)Nc2sc3c(c2C(=O)O)CCC3)c1
46 | i | i | CCOc1ccc(NC(=S)Nc2ccc(Br)cc2Cl)cc1
47 | i | i | CC(C)CN(C(=O)COC(=O)c1ccc2c(c1)NC(=O)CS2)C1CCS(=O)(=O)C1 (configuration not stated)
48 | i | i | O=C(NCCN1CCN(c2ccccc2)CC1)c1ccc(NC(=O)C2CCCO2)cc1 (configuration not stated)
49 | i | -6.7* | Cc1cccc(-n2cc(-c3ccccc3)c3c(N4CCOCC4)ncnc32)c1
50 | . | i | CCCOc1ccc(/C=N/Nc2ccc(C(=O)O)cc2)c(OCCC)c1
51 | i | i | Cn1c(-c2ccccc2)c(CCO)c2ccccc21
52 | i | i | Cc1nn(C)c(NC(=O)c2ccc(Cl)cc2Cl)c1Br
53 | i | i | Cc1ccc(-c2cc(C(=O)Nc3cnn(C45CC6CC(CC(C6)C4)C5)c3)no2)cc1
54 | i | i | O=C(c1ccc(C(=O)N2CCCc3ccccc32)nc1)N1CCCc2ccccc21
55 | i | i | S=c1[nH]nc(Nc2ccccc2)s1
56 | i | i | O=C(Nc1cc(Cl)cc(Cl)c1)c1ccno1
57 | i | i | O=C(c1ccc(CS(=O)(=O)c2ccc(Br)cc2)o1)N1CCCC1
58 | i | i | CCSc1nnc(NC(=O)C(C)Sc2nc3ccccc3[nH]2)s1 (configuration not stated)
59 | i | i | CN(CC(=O)Nc1ccccc1Br)C(=O)CNC(=O)Cc1cccc2ccccc12
60 | i | i | CC(C)C(=O)NNC(=O)CSc1ncnc2c1cnn2-c1ccccc1Cl
61 | i | i | O=C(NCc1ccc(F)cc1)C(=O)c1cn(CC(=O)N2CCCC2)c2ccccc12
62 | i | i | CC1=CC(C2CC(=O)N(c3ccccc3C)C2=O)CC2C(=O)N(c3ccccc3C)C(=O)C12 (configuration not stated)
63 | i | i | NC(=O)CSc1nnc(-c2ccco2)n1-c1ccccc1
64 | i | i | CCC(=O)c1ccc(N2CCCC2)c(F)c1

More results follow:
cpd | CHT block | KCNQ2 block | SMILES
65 | i | i | COc1ccc(NC(=O)c2cc(SC)ccc2Cl)cc1
66 | i | i | COc1ccccc1/C=C/C=N/N1CCN(Cc2cccc3ccccc23)CC1
67 | i | i | C=CCn1c(N)cc(=O)nc1SCC(=O)Nc1ccc(C(=O)OC)cc1
68 | i | i | CC1(C)Cc2c(c(-c3ccco3)nc3sc4c(NCCO)ncnc4c23)CO1
69 | i | i | CC1=Cc2ccccc2C(C#N)N1C(=O)c1ccccc1 (configuration not stated)
70 | i | i | CC(=O)N1c2ccc(S(=O)(=O)N3CCC(C(=O)Nc4cc(C)ccn4)CC3)cc2CC1C (configuration not stated)
71 | i | i | N#C/C(=C\c1cc([N+](=O)[O-])c(N2CCOCC2)cc1N1CCOCC1)c1nc2ccccc2[nH]1
72 | i | i | COc1cccc(CN(C)C(=O)c2ccc(N3CCCC3)c([N+](=O)[O-])c2)c1
73 | i | i | O=C(NCC1CC1)[C@@H]1C[C@H]1[C@@H](NP(=O)(c1ccccc1)c1ccccc1)c1ccccc1
74 | i | i | Cc1nonc1OCCNCc1c(C(=O)N(C)C)nc2ccc(Cl)cn12
75 | i | i | COC(=O)[C@H](C)NC(=O)Nc1cccc(Br)c1
76 | i | i | Cc1cc(C)c2c(-n3cccc3)c(C(=O)NNS(=O)(=O)c3ccc(F)cc3)sc2n1
77 | i | i | COc1ccc(C(C)=O)cc1CSc1nc(C)cc(C)n1
78 | i | i | CC1CCN(C(=O)CCc2ccc(S(=O)(=O)NC(C)C)cc2)CC1
79 | i | i | CCN(CC)C(=O)c1cc2cc([N+](=O)[O-])ccc2s1
80 | i | i | CC(C)=CCc1cc(-c2oc3cc(O)cc(O)c3c(=O)c2O)ccc1O
81 | i | i | Cc1ccc(CN2CCN(c3ccccc3)CC2)o1
82 | i | i | COc1ccc(Cl)cc1NC(=O)CN(C)C(=O)c1cc2ccccc2cc1O
83 | i | i | C/C(Cc1ccccc1)=N\NC(=O)CNC(=O)c1ccc(Cl)cc1
84 | i | i | Cc1n[nH]c(C)c1S(=O)(=O)N1CCC(C(=O)Nc2cccc(F)c2)CC1
85 | i | i | CCCCC(=O)Nc1nnc(SCC(=O)N2CCN(c3ccccc3OC)CC2)s1
86 | i | i | O=C(c1ccccc1)c1ccc2ccccc2n1
87 | i | i | O=C(CSc1nnc(-c2ccc(O)cc2)o1)Nc1cccc(O)c1
88 | i | i | O=C(CCc1nnc(Cc2ccc(-c3ccccc3)cc2)o1)NCCc1ccccn1
89 | i | i | Cc1ccc(NC(=O)CC(=O)Nc2ccc(C)c(C)c2)cc1C
90 | i | i | CSc1ccccc1NC(=O)Nc1cccc(Cl)c1C
91 | i | i | COc1cc(C(=O)NCc2ccc(S(N)(=O)=O)cc2)ccc1OCC(=O)Nc1cccc(C(F)(F)F)c1
92 | i | i | Cc1ccn2cc(CNS(=O)(=O)c3ccc4c(c3)OCCO4)nc2c1
93 | i | i | O=C(Nc1ccc(S(=O)(=O)N2CCOCC2)cc1)c1ccccc1Br
94 | i | i | N#CCC(N)=C(C#N)C#N
95 | i | i | Cc1onc(-c2ccccc2)c1C(=O)N1CCN(c2ncccc2C(F)(F)F)CC1
96 | i | i | CC(=O)c1ccc(NC(=O)Nc2ccc(NS(=O)(=O)c3ccc(C)cc3)cc2)cc1
97 | i | i | CN(C)CCCNS(=O)(=O)c1cc(Cl)ccc1Cl
98 | i | i | CCC(C)NC(=O)Cc1cn(C)c2ccccc12 (configuration not stated)
99 | i | i | C=CCSC(=C(C#N)C#N)c1cc2c([nH]1)CCCC2
100 | i | i | CCc1nn2c(=O)c(S(=O)(=O)Nc3ccccc3)c(C)nc2s1
101 | i | i | Cc1ncc([N+](=O)[O-])n1Cc1ccc(Br)cc1
102 | i | . | S=C1NCCc2ccc(Cl)cc2C1c1ccccc1 (configuration not stated)
103 | i | i | Cc1ccc2c(cnn2C(=O)CCCC(=O)NCc2ccc(F)cc2)c1
104 | i | i | CCC(=O)Nc1ccc(C(=O)NNC(=O)c2ccccc2)cc1

Reprinted at random: 5 entries already listed
cpd | CHT block | KCNQ2 block | SMILES
100 | i | i | CCc1nn2c(=O)c(S(=O)(=O)Nc3ccccc3)c(C)nc2s1
98 | i | i | CCC(C)NC(=O)Cc1cn(C)c2ccccc12 (configuration not stated)
99 | i | i | C=CCSC(=C(C#N)C#N)c1cc2c([nH]1)CCCC2
104 | i | i | CCC(=O)Nc1ccc(C(=O)NNC(=O)c2ccccc2)cc1
101 | i | i | Cc1ncc([N+](=O)[O-])n1Cc1ccc(Br)cc1

(cont.)
cpd | CHT block | KCNQ2 block | SMILES
105 | i | i | C[C@]12CCC(=O)C=C1CC[C@@H]1[C@@H]2CC[C@@]2(C)[C@H]1CC[C@@]21CCC(=O)O1
106 | i | i | Cc1nc2ccccc2n1S(=O)(=O)c1ccc(Br)cc1
107 | . | i | CC(=O)c1ccc(C(=O)N2CCCC(CO)(Cc3ccccc3C)C2)s1 (configuration not stated)
108 | i | i | CC(C)(C)NC(=O)C(c1cccs1)N(Cc1cccs1)C(=O)c1csnn1 (configuration not stated)
109 | i | i | CCOc1ccc(C(C(=O)NC2CCCCC2)N(C(=O)c2csnn2)C2CC2)cc1 (configuration not stated)
110 | i | i | O=C(CN1C(=O)C2CC=CCC2C1=O)Nc1ccc(S(=O)(=O)N2CCOCC2)cc1 (configuration not stated)
111 | i | i | O=C(CSc1ncn[nH]1)NCc1ccccc1Cl
112 | i | i | CC(C)Sc1nc2ccccc2n1CC(N)=O
113 | i | i | O=c1o[nH]c(-c2ccccc2)c1C=Nc1ccc(Cl)cc1
114 | . | i | Cc1ccc(C(=O)N2CCN(C)CC2)cc1S(=O)(=O)N1CCCCC1
115 | i | i | Brc1ccc(-c2csc(/N=C/N3CCOCC3)n2)cc1
116 | i | i | COc1ccc([C@@H](C)NC(=O)CCc2nnc(-c3cc(C)on3)o2)cc1
117 | i | i | c1ccc2c(c1)oc1c(Nc3ccc4c(c3)OCCO4)ncnc12
118 | i | i | CC(C)(CO)NCc1ccccc1OCC(=O)Nc1ccccc1
119 | i | i | COc1ccc(CN2CC(C(=O)NCC3CCCO3)CC2=O)cc1 (configuration not stated)
120 | i | i | O=C(NCCC1=CCCCC1)C1CCCN(S(=O)(=O)c2cccc3cccnc23)C1 (configuration not stated)
121 | i | i | Cc1cccc(NS(=O)(=O)c2ccc3[nH]c(=O)cc(C(=O)OC(C)C(=O)Nc4ccc([N+](=O)[O-])cc4)c3c2)c1 (configuration not stated)
122 | i | i | CCc1nc2ccccc2c(C(=O)Oc2cccc3cccnc23)c1C
123 | i | i | Cc1cc(C)n(-c2nc(SCC(=O)Nc3nccs3)c3c4c(sc3n2)COC(C)(C)C4)n1
124 | i | i | O=C(CNC(=O)c1ccccc1)Oc1cccc(Cl)c1

From PubChem BioAssay
